# From PubChem BioAssay
# NCI-60 one-dose screen, 48 h, at 10 µM unless noted. Numbers give growth in % (100 = growth as untreated, 0 = no growth, -100 = all killed).
# OVCAR-4 – OVCAR-4 ovarian cancer cells; 80,000 compounds, 3.7% hits
# RXF 393 – RXF 393 renal cancer cells; 77,000 compounds, 6.9% hits
# ACHN – ACHN renal cancer | 81,000 compounds, 4.9% hits | AID 1794771
# A498 – A498 renal cancer cells; 76,000 compounds, 5.4% hits
# OVCAR-8 – OVCAR-8 ovarian cancer; AID 1794782; 81,000 compounds, 4.4% hits
# OVCAR-3 – OVCAR-3 ovarian cancer; 79,000 compounds, 7% hits
# CAKI-1 – CAKI-1 renal cancer; 75,000 compounds, 4.7% hits
# OVCAR-5 – OVCAR-5 ovarian cancer; 82,000 compounds, 2.9% hits
# Active calls of the source: *; . = no result given; & = joins results of further samples. How the source made its calls: active means growth percent below 10; inactive means the rest. The order is random; any-hit rate near 10%.
smiles,OVCAR-4,RXF 393,ACHN,A498,OVCAR-8,OVCAR-3,CAKI-1,OVCAR-5
CCCCc1nc2c([nH]1)c(=O)n(C)c(=O)n2C,114,.,98,90,108,.,103,99
CC[C@H](Nc1nc(N)nc(C2CC2)c1C#N)c1nc2cccc(NCc3ccc(C(=O)NO)cc3)c2c(=O)n1-c1ccccc1,8.7*,-15*,-21*,-8.6*,1.1*,9.1*,-44*,15
Cc1ccc(-c2nc3nc(-c4ccccc4)nc(N4CCCN(S(=O)(=O)c5ccc(C)cc5)CC4)c3o2)cc1,96,102,99,90,93,103,81,104
O=C1OC(c2ccccc2)=N/C1=C\c1ccc([N+](=O)[O-])cc1,114,101,102,87,111,106,92,93
COc1cc(C#N)c(OC)c2c1OCO2,108,118,109,.,103,116,101,115
Clc1ccc(-c2cnn3cc(-c4ccccc4)cnc23)cc1,79,99,94,82,94,90,82,89
C[C@H]1CC[C@H]2C3=C1C(=O)O[C@@]31O[C@]3(C)C[C@@H](C[C@@H]2C)[C@]1(C)C3,103,108,99,104,102,101,101,109
COc1cc2oc(-c3cccc(C(=O)Nc4ccccc4)c3)cc(=O)c2c(OC)c1OC,98,75,92,.,65,88,95,84
COc1ccc(-n2ncn(Cc3ccc(Cn4cnn(-c5ccc(OC)cc5)c4=O)cc3)c2=O)cc1,85,114,85,102,85,104,85,93
CCOC(=O)C1=C(C)NC(SCc2nc(C)c(C)nc2C)N=C1c1ccc(F)cc1 (stereo not drawn),93,102,96,69,96,111,92,97
CC1Cc2c(Cl)ncnc2N(C)c2ccc(Cl)cc21 (stereo not drawn),7.9*,0.9*,12,-35*,8.6*,9.7*,8.6*,40
N#Cc1cccc(Cc2cnc(N3CCc4c(Cl)cc(C#N)cc4C3)s2)c1,63,77,.,88,65,77,.,89
CCC(c1ccccc1)C(CC)c1ccc(O)cc1 (stereo not drawn),87,96,91,111,104,85,88,94
NS(=O)(=O)c1ccc(Nc2nc(N=Nc3c(O)[nH]c4ccc(Cl)cc34)nc(Nc3ccccc3)n2)cc1,93,95,100,88,87,101,95,98
COc1ccc2oc(=O)cc(C3C(C#N)=C(N)Oc4n[nH]c(C)c43)c2c1 (stereo not drawn),94,98,97,89,107,108,94,93
Cc1nc(Nc2nc3ccccc3s2)[nH]c(=O)c1CCO,96,131,92,.,95,92,39,50
CNCCN(C)c1ccc(Nc2cc(NC3CC3)n3ncc(C#N)c3n2)cc1NC(C)=O,2.9*,-24*,15,-36*,22,-17*,-37*,7.7*
c1ccc2c3c([nH]c2c1)C(c1ccc(C2NCCc4c2[nH]c2ccccc42)cc1)NCC3 (stereo not drawn),24,34,-73*,116,-41*,-65*,.,77
N#C/C(=C\c1ccc(-c2ccc(Br)cc2)o1)c1nc(-c2cccs2)cs1,96,107,105,99,106,110,100,96
CCCCN(CCCC)CCNc1ccc(Cl)c2oc3cc(C)ccc3c(=O)c12,97,90,97,.,100,109,84,99
O=C1CC(O)C(Cc2ccccc2)N1 (stereo not drawn),111,117,104,118,110,119,97,107
CCCCCCCCCc1ccc(C(=O)Nc2cc(C)ccc2C(=O)OC)cc1,95,117,109,128,110,124,99,111
CCOC(=O)N1CCN(c2oc(-c3ccc(Cl)cc3)nc2C#N)CC1,103,105,103,75,102,110,93,97
Cc1cccc(OCc2ccccc2)n1,104,114,99,87,107,132,107,99
N#Cc1c(-c2ccc(Cl)c(Cl)c2)nc(Nc2nc3ccccc3s2)[nH]c1=O,105,101,96,100,99,98,88,106
COc1c(C)cccc1C(C)=O,106,118,109,106,103,105,.,104
O=C(c1ccccc1)[C@@H](c1ccccc1)[C@]1(O)C(=O)Nc2ccccc21,99,99,90,100,93,94,85,82
O=C1NC(=O)C(Cc2c[nH]c3ccccc23)N1 (stereo not drawn),97,97,98,91,102,.,89,96
Cc1nc2[nH]c(N)nc(=S)c2[nH]1,109,126,112,119,107,107,.,111
C(=N\N1CCCCCC1)/c1cccc2ccccc12,105,110,103,100,98,112,111,98
O=c1cccc(O)[nH]1,117&100,113&98,103&104,112&97,100&107,108&105,97&78,112&99
CCCCCCNC(=O)Oc1ccc(/C(=C(\C)c2ccccc2)c2ccc(OCCN3CCCCC3)cc2)cc1,71,48,90,.,77,67,45,94

# One compound at a time, as listed above:
# Results for `COc1c(C)cccc1C(C)=O` → OVCAR-4: 106; RXF 393: 118; ACHN: 109; A498: 106; OVCAR-8: 103; OVCAR-3: 105; CAKI-1: .; OVCAR-5: 104
# Results for `O=C(c1ccccc1)[C@@H](c1ccccc1)[C@]1(O)C(=O)Nc2ccccc21` → OVCAR-4: 99; RXF 393: 99; ACHN: 90; A498: 100; OVCAR-8: 93; OVCAR-3: 94; CAKI-1: 85; OVCAR-5: 82

# (listing goes on)
smiles,OVCAR-4,RXF 393,ACHN,A498,OVCAR-8,OVCAR-3,CAKI-1,OVCAR-5
COc1cc(C(=O)NNC(=O)c2ccccc2O)cc(OC)c1OC,110,99,.,76,83,109,.,103
O=C1NC(=O)C(=Cc2ccc3c(c2)Cc2ccccc2-3)C(=O)N1,118,110,107,118,106,106,96,94
CCc1cc(C(N)=S)ccn1,105&116,109&98,107&98,109&114,108&107,122&116,95&129,110&98
Cn1c(O)c(/C=C2\C=c3ccccc3=N\C2=N\c2nc3ccccc3s2)c(=O)n(C)c1=O,96,110,89,84,94,102,90,99
CCOC(=O)c1ccc2[nH]c(O)c(C(=Nc3ccc(N(C)C(=O)CN4CCN(C)CC4)cc3)c3ccccc3)c2c1,-71*,-98*,2.9*,-60*,-12*,-76*,-0.6*,-14*
Nc1c(C(=O)Nc2ccc3c(c2)OCCO3)sc2nc3c(cc12)C(=O)CCC3,115,119,103,91,106,100,97,102
O=C(O)C1(C(=O)O)c2ccccc2-c2c1c1c3ccccc3[nH]c1c1c2[nH]c2ccccc21,64,115,65,95,92,90,50,86
Cc1ccc(/C=C2\N=C(c3ccccc3)NNC2=O)cc1,107,109,106,85,102,122,100,107
CCN(CC)CC(C)Nc1ccc([N+](=O)[O-])c2sc3ccccc3c(=O)c12 (stereo not drawn),33,32,7.6*,30,25,37,18,54
O=C(O)Cc1cnnn1-c1ccccc1,92,105,100,87,99,105,96,100
C/C(=N/N=C(N)N)c1cccc(O)c1,98,112,100,.,104,96,.,94
O=C(SC(=S)NCCNC(=S)SC(=O)c1ccccc1)c1ccccc1,111,121,106,92,102,109,89,96
O=C(O)c1ccc(Nc2ccnc(SCC(=O)c3ccc(Cl)cc3)n2)cc1,104,108,101,99,95,104,90,106
CCOC(=O)c1c[nH]c(C#N)c1C,105,103,101,103,99,101,.,98
O=C1/C(=C/c2cn(-c3ccccc3)nc2-c2ccccc2)SC(=S)N1c1ccc(Cl)cc1,80,88,82,67,64,83,75,93
O=C(Nc1cccc2cccnc12)c1cc(C(=O)c2ccc(Br)cc2)n2ccccc12,.,116,104,94,103,112,93,102

# Three entries out of the list, arranged by molecular weight, ascending:
smiles,OVCAR-4,RXF 393,ACHN,A498,OVCAR-8,OVCAR-3,CAKI-1,OVCAR-5
C/C(=N/N=C(N)N)c1cccc(O)c1,98,112,100,.,104,96,.,94
O=C(O)c1ccc(Nc2ccnc(SCC(=O)c3ccc(Cl)cc3)n2)cc1,104,108,101,99,95,104,90,106
O=C1/C(=C/c2cn(-c3ccccc3)nc2-c2ccccc2)SC(=S)N1c1ccc(Cl)cc1,80,88,82,67,64,83,75,93

# Other records.
smiles,OVCAR-4,RXF 393,ACHN,A498,OVCAR-8,OVCAR-3,CAKI-1,OVCAR-5
Cc1nc(-c2cc3ccccc3oc2=O)ccc1C(=O)/C=C/c1ccc(Cl)cc1,101,112,106,78,105,111,95,120
Cn1c(=O)c2[nH]c(SCCN3CCCCC3)nc2n(C)c1=S,108,128,98,120,100,106,94,99
CC(=O)c1cccc(Br)c1,109,106,115,107,110,108,122,100
COc1ccc(Oc2nc(Cl)ncc2NC(=S)NC(=O)c2ccccc2)cc1,85,107,.,81,85,93,.,101
CCOC(=O)Nc1ccccc1NC(=O)/C=C/c1ccc(NC(=O)c2ccc3c(c2)ncn3-c2ccccc2)cc1,96,94,104,70,113,.,108,120
Cc1ccc(S(=O)(=O)N2CCCC3OCCCC3=C2C2=CCCCC2)cc1 (stereo not drawn),90,87,100,91,102,101,75,93
O=C(CCCC(=O)N/N=C/C=C/c1ccccc1)N/N=C/C=C\c1ccccc1,112,88,106,101,67,114,104,111
O=C(CSc1nc(O)c(Cc2ccccc2)c(=O)[nH]1)Nc1ccc2ccccc2c1,114,118,96,96,.,96,101,103

# Quoted at random: three compounds from above.
smiles,OVCAR-4,RXF 393,ACHN,A498,OVCAR-8,OVCAR-3,CAKI-1,OVCAR-5
Cc1ccc(S(=O)(=O)N2CCCC3OCCCC3=C2C2=CCCCC2)cc1 (stereo not drawn),90,87,100,91,102,101,75,93
CCOC(=O)Nc1ccccc1NC(=O)/C=C/c1ccc(NC(=O)c2ccc3c(c2)ncn3-c2ccccc2)cc1,96,94,104,70,113,.,108,120
O=C(CSc1nc(O)c(Cc2ccccc2)c(=O)[nH]1)Nc1ccc2ccccc2c1,114,118,96,96,.,96,101,103

# The listing continues:
smiles,OVCAR-4,RXF 393,ACHN,A498,OVCAR-8,OVCAR-3,CAKI-1,OVCAR-5
CCC(=O)OC1=CN2C(=NC(c3ccc(N)cc3)=CC2c2ccc(OC)cc2)S1 (stereo not drawn),104,107,104,101,101,111,96,105
CNc1ncnc2[nH]ncc12,106,106,99,96,111,97,108,107
O=C(O)c1cc(-c2cccc3ccccc23)nc2ccccc12,104,114,100,91,103,110,88,98
CC1CC(C)(C)NC2(CCCC2)N1 (stereo not drawn),115,118,98,92,97,.,115,97
O=C(Nn1cc(C(=O)c2ccccc2O)cc(-c2ccccc2)c1=O)c1ccncc1,109,115,108,91,95,112,98,98
CSc1nn2c(-c3cc4ccccc4oc3=O)ccnc2c1C#N,99,105,101,103,100,106,85,108
Nc1ccc(O)cc1,93,.,107,111,77,120,103,110
O=C(NC(=O)c1c(Cl)nc2sccn12)Nc1ccc(Cl)cc1,94,97,70,69,69,85,95,107
O=C1OC2CC1CCC2Br (stereo not drawn),110,126,99,92,98,119,102,97
CCOC(=O)c1c(NC(=O)c2ccc(C(C)(C)C)cc2)sc2cc(OCCN3CCCCC3)ccc12,102,68,93,.,93,75,84,92
O=C(Nc1ccccc1[N+](=O)[O-])c1ccc(Cl)cc1Cl,105,103,108,75,104,170,119,102
Cn1cc(CCc2cc[n+](CCC[N+](C)(C)C)cc2)c2ccccc21,117,109,102,118,89,104,98,116
CCCCOc1ccc(S(=O)(=O)N2CCN(c3nc4ccccc4c(=O)[nH]3)CC2)cc1,102,103,101,106,101,110,92,117
CCOC(=O)C1=C(N)N(c2ccccc2)C2=C(C(=O)CC(C)(C)C2)C1c1ccccc1Br (stereo not drawn),88,91,89,115,97,104,64,95
N=C(N)n1ncc2c1CCCC2=O,103,106,107,103,107,107,100,104
Cc1c([C@H](C(Cl)Cl)[C@H](O)[C@H]2C[C@H](C)C(=O)O2)ccc2c1C(=O)[C@H]1[C@H]2C[C@@H](Br)[C@@]23O[C@@H](CO[C@H]2O)CC13C (stereo partly drawn),39,16,46,-23*,5.9*,-56*,-31*,56
Cc1ccc(C(=O)CCC(=O)NNc2ccc(S(N)(=O)=O)cc2)cc1,99,119,100,119,102,115,88,110
Cn1c(=O)c2[nH]c(COc3ccc(C(C)(C)C)cc3)nc2n(C)c1=O,48,110,56,66,90,85,63,89
O=C(Nc1ccc(-c2ccc3c(c2)NC(=O)/C3=C\c2ccc[nH]2)cc1)Nc1ccc(Cl)c(Cl)c1,38,-1.4*,54,101,56,13,39,68
S=C1C=C(c2ccccc2)SC2c3cccn3CCN12 (stereo not drawn),89,120,79,113,110,103,65,95
CC(C)(C)CC(N)=O,100,103,97,91,98,110,94,102
COC(=O)/C=C/c1ccc(OC)cc1,97,105,105,105,97,108,93,93
NC1=NC(=O)c2c3c(nc(N)c21)CCCCC3,106,101,112,75,128,117,108,115
O=C1/C(=C/c2ccc(F)cc2)CN(C(=O)C(Cl)Cl)C/C1=C\c1ccc(F)cc1,13,-92*,-98*,-84*,-9.4*,-95*,-55*,-54*
C/C(=N/N)c1ccc(Br)cc1,113,116,110,.,105,118,102,111
Fc1ccc(-c2nn(-c3ccccc3)cc2-c2nc3ccccc3o2)cc1,78,105,54,45,59,45,82,122
COc1cc2c(cc1OC)C(Sc1ccc(SC)cc1)c1c(nc(N)c(C#N)c1N)O2 (stereo not drawn),-95*,-76*,-86*,-7.0*,-91*,-89*,.,-63*
COc1ccc(CN2CC3CC3(COc3ccc(C)c(F)c3)C2)cc1F (stereo not drawn),102,119,108,114,102,113,89,108
COc1cc(C2CCc3nc4ccccc4n32)cc(OC)c1OC (stereo not drawn),99,119,96,67,108,106,106,98
CC(=O)/C=C/c1cc2cc(Cl)ccc2[nH]c1=O,91,79,92,90,92,85,87,95
N#Cc1cnn(-c2ccc(-c3ccc(Cl)cc3)nn2)c1N,105,115,106,108,100,70,96,99
Cc1[nH]c(=S)[nH]c(=O)c1Cc1c(O)ccc2ccccc12,68,87,93,44,98,100,84,101
CCCCCCCCCCOC(=O)c1nn(C(C)=O)c2cc(C)c(C)cc12,0.5*,104,97,79,98,111,89,100
Cc1ccc(SCN2CCN(c3cccc(Cl)c3)CC2)cc1,108,108,104,86,110,106,71,112
O=C(CCc1ccccc1)Nc1ccccc1,132,82,105,87,100,107,97,89
C/C(Cc1ccc(Cl)cc1)=C(/c1ccccc1)c1ccc(OCCN)cc1,101,102,99,96,101,.,92,97
